# Shiga inhibitor = blocks Shiga toxin action in Vero cells; Vero cells, Shiga toxin protein synthesis inhibition reporter; inhibition, % at 38.7 µM; 9.2% of 290,000 active; AID 2315; in the data active means inhibition mostly above about 28%, no sharp cut-off; inactive means mostly below about 43%; further: 0% is about no effect
# AmpC inh detg = AmpC beta-lactamase inhibition with detergent present. 0.041% of 370,000 active. P00811. Potency, µM (highest dose often 114 µM), without a hit: at the highest dose activity change, negative = inhibition, actives largely listed as inhibitors. AmpC hydrolysis of nitrocefin, absorbance 480 nm, 0.01% Triton;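 further: potency means the concentration at half of the fitted maximal effect; 0% = no-compound wells and -100% = no-enzyme wells; nearly all actives have a fitted effect of over 25% in size; some results filed as inactive show a strong effect at the top dose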
# Target sequence (P00811 whole entry, looked up): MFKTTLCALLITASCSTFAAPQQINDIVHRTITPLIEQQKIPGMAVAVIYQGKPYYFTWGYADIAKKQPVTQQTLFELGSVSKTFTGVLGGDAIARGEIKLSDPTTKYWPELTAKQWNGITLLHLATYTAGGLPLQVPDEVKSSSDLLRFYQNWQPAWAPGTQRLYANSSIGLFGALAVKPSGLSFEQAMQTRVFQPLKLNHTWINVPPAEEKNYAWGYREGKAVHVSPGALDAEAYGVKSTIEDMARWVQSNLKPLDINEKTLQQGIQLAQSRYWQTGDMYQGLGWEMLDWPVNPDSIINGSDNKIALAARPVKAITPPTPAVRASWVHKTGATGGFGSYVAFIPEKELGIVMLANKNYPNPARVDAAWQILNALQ
#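 AmpC (5.3 nM in the dispensed reagent) in 20 mM phosphate pH 7.0 with 0.01% (detergent screen) or 0.0001% Triton X-100 was preincubated with compounds for 15 min at room temperature. Nitrocefin was then added from an 800 uM solution, and hydrolysis was followed at 480 nm.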
# Cycloheximide cs = counter-screen for Shiga toxin inhibitors: cycloheximide protein synthesis inhibition; cell reporter, cycloheximide protein synthesis inhibition counterscreen; max response, %; 12% of 300,000 active; in the data active means max response mostly above about 13%, no sharp cut-off; inactive means mostly below about 14%; further: read at 38.3 µM for the half of the compounds with a filed dose; 0% is about no effect
# FBPA Giardia inh = blocks Giardia fructose-bisphosphate aldolase activity | A8B2U2 | purified Giardia FBPA | Potency, µM (doses to about 59.6 µM), without a hit: at the top dose activity, negative = inhibition, hits mostly inhibitors | 0.71% of 290,000 active | AID 2451; further: potency means the concentration at half of the fitted maximal effect; on the % scale 0 is the no-effect control and ±100 the full control effect; nearly all actives have a fitted effect of over 55% in size
# Target sequence (A8B2U2 whole entry, looked up): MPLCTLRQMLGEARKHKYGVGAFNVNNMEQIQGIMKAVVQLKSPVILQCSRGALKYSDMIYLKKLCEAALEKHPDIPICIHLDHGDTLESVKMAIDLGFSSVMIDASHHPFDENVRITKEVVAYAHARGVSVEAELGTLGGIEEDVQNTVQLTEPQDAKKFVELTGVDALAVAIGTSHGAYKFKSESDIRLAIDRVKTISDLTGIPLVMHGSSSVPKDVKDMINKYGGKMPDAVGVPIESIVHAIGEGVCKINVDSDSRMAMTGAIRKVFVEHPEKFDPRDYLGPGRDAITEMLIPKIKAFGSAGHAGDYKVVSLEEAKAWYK
#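 40 nM FBPA preincubated 10 min at RT with compound (up to 57.5 uM final), then substrate plus GAPDH/TPI/NAD/arsenate coupling and diaphorase/resazurin added. Fluorescence read after 20 min at RT, 525/598 nm.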
# AMA1 RON2 block = inhibitors of Plasmodium falciparum AMA1-RON2 interaction | AlphaScreen AMA1-biotinylated RON2 peptide binding | Potency, µM (series often up to 58.2 µM), for inactives: at the highest dose activity change, negative = inhibition, actives largely listed as inhibitors | 0.2% of 360,000 active;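 further: potency means the concentration at half of the fitted maximal effect; 0% = vehicle wells and -100% = peptide control; nearly all actives have a fitted effect of over 45% in size; some results filed as inactive show a strong effect at the top dose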
#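 AMA1 (3D7) with his tag at 25 nM final met compounds first, then biotinylated RON2 peptide at 25 nM; detection used donor plus acceptor beads, 10 µg/mL apiece, read by AlphaScreen after 30 min at room temperature.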
# HCMV inh = inhibitors of human cytomegalovirus; HFF cells, HCMV-luciferase reporter, 72 h; hits give low values; activity change, negative = inhibition, % at 57.5 µM; 4.5% of 410,000 active; AID 1259415; in the data active means activity change below about -60%; inconclusive means no clear call, values can overlap the other calls; inactive means above about -39%; further: on the % scale 0 is the no-effect control and ±100 the full control effect
#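 Two compound doses tested in HFFs infected with HCMV-luciferase, MOI 1 PFU/cell, 72 h at 37C. Lysate luminescence read with OneGlo; data normalized against buffer-only and 10uM Salinomycin inhibitor controls.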
# AmpC no deterg = blocks E. coli AmpC beta-lactamase in detergent-free assay; AmpC nitrocefin hydrolysis, absorbance 480 nm, 0.0001% Triton; P00811; Potency, µM (titrated, usually from 57.1 µM), without a hit: top-dose activity change, negative = inhibition, usual class: inhibitors; 0.52% of 330,000 active;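 further: potency means the concentration at half of the fitted maximal effect; plate controls were no compound for no effect and no enzyme for full effect; nearly all actives have a fitted effect of over 20% in size; some results filed as inactive show a strong effect at the top dose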
#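 20 mM phosphate pH 7.0 + 0.01% (detergent screen) or 0.0001% Triton X-100; 5.3 nM AmpC reagent; cpd preinc 15 min RT; nitrocefin (800 uM stock) to start; A480 q20 s × 4 min; Activity was normalised to no-enzyme and no-compound control wells.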
# The depositor's hits bear a star; ? = inconclusive; . = not tested or not shown; & = joins results of further samples; [ ] = remark or other dose. Unless noted, the call rests on the fitted dose curve; in most records, active means well fitted curve in the direction sought with a large enough effect; inconclusive means small, poorly fitted or top-dose-only effect, or another doubt; inactive means no such curve, though single readings can be large; an effect the other way counts as inactive or inconclusive.
SMILES,Shiga inhibitor,AmpC inh detg,Cycloheximide cs,FBPA Giardia inh,AMA1 RON2 block,HCMV inh,AmpC no deterg
CC[C@H](C)[C@H](NC(=O)[C@H](C)NC(=O)CNC(=O)[C@H](CCCN=C(N)N)NC(=O)[C@H](C)NC(=O)[C@H](CC(C)C)NC(=O)[C@H](CCC(=O)O)NC(=O)[C@H](CC(C)C)NC(=O)[C@H](C)NC(=O)[C@@H](N)CCC(=O)O)C(=O)N[C@@H](Cc1ccccc1)C(=O)N[C@@H](CCC(N)=O)C(=O)N[C@@H](C)C(=O)O,-6,.,10,0%,.,.,.
COC(=O)c1cccc(C(=O)N2CCCC(CNC(=O)c3ccccc3Cl)C2)c1 (stereo not given),33,-6%,23,0%,6%,0,-6%
COCCCNC(=S)NNC(=O)c1csc2ccccc12,-9,?,-3,-6%,37%[activator],-35,-12%
O=C(CCn1nc(-c2ccc(Cl)cc2)ccc1=O)N1CCN(c2ccc(F)cc2)CC1,-3,0%,-4,-2%,-12%,-24,216%[activator]
CCCCn1c(SCn2nnc3ccccc3c2=O)nc2cc(S(N)(=O)=O)ccc21,-15,-11%,-4,-23%,0%,-36,-33%
O=C(NCCc1csc(-c2ccc(Cl)cc2)n1)c1ccco1,-2,-6%&-9%,22,.,-3%,7&-28,39%
CC(C)=NN1C(=O)c2ccccc2NC1(C)C,91*,0%,38*,6%,-4%,-32,-7%
Cc1cccc(OCC(=O)O/N=C(\N)c2ccc(Br)cc2)c1,-16,-4%,-4,1%,9%,-7,-24%
c1csc(CN2CCN(Cc3cccs3)C2c2cccs2)c1,-15,?,-4,2%,5%,-8,-13%
O=C(CSc1nc2cc(Cl)ccc2s1)N1CCN(C(=O)c2ccco2)CC1,-4,1%,-1,1%,-5%,-20,17%
COC(=O)N/N=C/c1ccc(OCCSc2ccc(Cl)cc2)c(OC)c1,-46,0%,2,-5%,-11%,-27,20%
CCN(C(=O)c1cccc(F)c1)c1ccccc1C,1,-14%,-2,-5%,3%,-9,3%
CCCOc1ccc(/C=N/NC(=S)Nc2ccccc2[N+](=O)[O-])c(O)c1,75*,-9%,93*,23%,45%[activator],-101*,-45%
CN(c1cccc(NC(=O)CSc2ccc(Cl)cc2)c1)S(C)(=O)=O,3,-11%,-1,0%,-3%,?,-37%
Cc1cc2c(C)nc(Cc3ccccc3)nc2o1,26,4%,6,-8%,0%,-23,-1%
CNC(=O)c1cc(Nc2nnc(-c3ccc(C)c(S(N)(=O)=O)c3)c3ccccc23)ccc1OC,12,-5%,62,-2%,-2%,29,68%[activator]
CCS(=O)(=O)c1ccc2oc(SCC(=O)NCc3ccccc3)nc2c1,-7,-7%,14,-1%,-5%,17,-8%[2.29 µM]
O=C(NCCCc1ccc(F)cc1)C1CCC(=O)N(CC2CCCCC2)C1 (stereo not given),-13,1%,2,.,-12%,-1,142%[activator]
COc1ccc(CCNC(=O)COC(=O)COc2ccc(Cl)cc2)cc1OC,-1,6%,-1,4%,-6%,9,4%
O=S(=O)(c1ccc(Cl)cc1)N1CCC(O)(CN2CCN(Cc3ccccc3)CC2)CC1,-3,-3%,8,4%,-2%,-35,121%[activator]
CC(Sc1ncn[nH]1)C(=O)Nc1cc(C(F)(F)F)ccc1Cl (stereo not given),.,-4%,.,.,14%,13,-22%
Cc1nc2c(cc(Oc3ccc(S(=O)(=O)N4CCOCC4)cn3)c3ccsc32)s1,113*,-7%,72*,?,27%,21,44%
Cc1cccc(C)c1-n1nnnc1S(=O)(=O)Cc1ccccc1Cl,-7,-1%,6,2%,4%,-28,.
Cc1nnc(SCc2ccccc2F)n1NCc1cccs1,54,?,24*,1%,11%,33,-8%
COc1ccccc1/C=N/NC(=O)c1cccc(OC(F)(F)C(F)F)c1,17,-8%,18,0%,0%,-13,-33%
CSc1ccc(/C=N/NC(=O)CNc2ccc3ccccc3c2)cc1,-13,?,10,-7%,-22%,-6,-23%
COP(=O)(OC)C(NC(=O)C(C)(C)C)=C(Cl)Cl,-6,3%,-1,4%,6%,-23,-10%
N#Cc1cccc(C(c2nnnn2C2CCCC2)N2CCC(Cc3ccccc3)CC2)c1 (stereo not given),14,?,-2,0%,-5%,-35,-17%
COc1ccccc1NS(=O)(=O)c1ccc(N/N=C/C=C/c2ccccc2[N+](=O)[O-])c([N+](=O)[O-])c1,7,0%,-2,0%,-28%,-28,-32%
COc1cc(OC)c(OC)cc1/C=C1\Oc2cc(OS(C)(=O)=O)ccc2C1=O,13,-10%,0,-7%,-22%,42,-15%
COc1ccccc1NC(=O)c1ccccc1Oc1ccccc1,-3,?,-1,5%,17%,-19,-3%
COc1ccc(/C=C/C(=O)NC(=S)NNC(=O)[C@H]2C[C@@H]2c2ccccc2)cc1OC,-8,-3%,4,16%,130%[activator],5,7.1µM*
NC1=NC(=O)C(CC(=O)Nc2ccc3c(c2)OCO3)S1 (stereo not given),7,-2%,-3,-10%,-7%,18,-6%
COc1ccc(OCc2nnc(SCC(=O)O)n2N)cc1,-8,-1%,-3,2%,3%,-3,-6%
CCOc1ccc(NC(=O)CSc2ncnc3c2sc2ccccc23)cc1,-4,6%&-5%,-5,6%,13%,16&-25,-15%
C=CCn1c(SCC(=O)NC(=O)Cc2ccccc2)nc2ccccc2c1=O,.,-5%,.,.,-2%,-18,-31%
CC(=O)c1cc(NC(=O)c2ccccc2)c(=O)oc1/C=C/N(C)C,54,5%,-4,0%,-5%,30,-25%
O=C(COC(=O)CNC(=O)c1ccc(Cl)cc1Cl)NCC1CCCO1 (stereo not given),.,-13%,.,.,7%,-28,-10%
COc1ccccc1N1CCN(C(=O)CN(Cc2ccc(Cl)cc2)S(C)(=O)=O)CC1,-15,2%,7,0%,-8%,-2,192%[activator]
Cc1nn(CC(=O)Nc2ccc3c(c2)oc2ccccc23)c(=O)c2ccccc12,-16,-13%,-4,3%,1%,-8,-22%
Cc1cc(C(C)(C)CC(C)(C)C)ccc1OCCOCC[N+](C)(C)Cc1ccccc1,.,?,.,4%,-16%,-94*,262%[activator]
COCCn1c(=S)[nH]c2cc(C(=O)N3CCN(c4cccc(Cl)c4)CC3)ccc2c1=O,-8,2%,-2,1%,77%[activator],14,-1%
COc1ccccc1-n1c(CCC(=O)O)ccc1-c1ccccc1,36*,-1%,32*,16%,-22%,-15,-14%
COc1ccccc1Nc1nnc(C)c(=O)[nH]1,-11,-6%,-2,4%,1%,72,-8%
CCc1ccc2n(-c3ccc(OC)cc3)c([S-])c(C(=O)Nc3cc(C)cc(C)c3)[n+]2c1,-2,-5%,-2,-5%,1%,15,-9%

# Ordered by count of non-hydrogen atoms (rising): part of the list above
SMILES,Shiga inhibitor,AmpC inh detg,Cycloheximide cs,FBPA Giardia inh,AMA1 RON2 block,HCMV inh,AmpC no deterg
COc1ccccc1NC(=O)c1ccccc1Oc1ccccc1,-3,?,-1,5%,17%,-19,-3%
O=C(COC(=O)CNC(=O)c1ccc(Cl)cc1Cl)NCC1CCCO1 (stereo not given),.,-13%,.,.,7%,-28,-10%
COCCn1c(=S)[nH]c2cc(C(=O)N3CCN(c4cccc(Cl)c4)CC3)ccc2c1=O,-8,2%,-2,1%,77%[activator],14,-1%

# Next records follow.
SMILES,Shiga inhibitor,AmpC inh detg,Cycloheximide cs,FBPA Giardia inh,AMA1 RON2 block,HCMV inh,AmpC no deterg
N[C@@H](CO)c1cn([C@@H](Cc2cc3ccccc3[nH]2)C(=O)N2CCNCC2)nn1,-8,-3%,-4,-13%,37%[activator],-6,-6%
CCc1ccc(-c2nc(C)c(CCO)c(=O)[nH]2)cc1,-7,-1%,-1,-4%,-10%,12,-11%
CN(C)c1ccc(/C=C(\C#N)c2ccccn2)cc1,-15,?,-5,-17%,-1%[11.6 µM],-84*,-15%
Cn1c(=O)[nH]c(=O)c2c1nc(N1CCN(C(c3ccccc3)c3ccccc3)CC1)n2CCO,-11,-3%,-5,4%,-10%,-25,3%
CCCN(CCC)S(=O)(=O)c1ccc(C(=O)Nc2nnc(COC)o2)cc1,-6,2%,10,?,40%[activator],?,-28%
Cc1cccc(NC(=S)N2CCCCCC2)c1,21,6%,8.0*,-6%,2%,-39,-17%
Nc1cccc(Oc2cnccn2)c1,-6,-10%,-3,4%,13%,16,-15%
CC(C)c1ccc(NC(=O)CN2CCN(C(=O)C3CCCO3)CC2)cc1 (stereo not given),-5,7%,-1,.,-15%,-21,19%
Nn1c(SCC(=O)Nc2c(Cl)cccc2Cl)nncc1=O,.,?,.,.,12%,-31,-9%
COc1ccccc1CNC(=O)COC(=O)CSc1ccc(C)c(C)c1,.,?,.,.,1%,-6,-1%
CC(C)(C)NC(=O)NC(=O)CN1CCN(c2ccccc2O)CC1,5,?,-2,-3%,-1%,-18,13%
O=C(CSc1nc2ccccc2c(=O)n1C1CC1)NCc1ccccc1,-35,-12%,-7,6%,-11%,31,-10%
CC(=O)n1c(Cl)c(NC(=O)CCl)c2ccccc21,-13,?,-1,2%,-1%,-98*,-15%
CC1CCCN(CC(O)COCc2ccc3c(c2)OCO3)C1 (stereo not given),-11,2%,-2,0%,-12%,-13,-10%
CCOC(=O)N1CCc2c(sc3c2c(=O)n(Cc2ccccc2)c(=O)n3Cc2ccc(C)cc2)C1,-17,?,-4,6%,-4%,?,?
CCCCN(C)C(=O)c1cc2c(s1)-c1ccccc1S(=O)(=O)C2,45,2%,21*,7%,-13%,1,-6%

# Ordered by SMILES length (smallest number first): some entries from above.
SMILES,Shiga inhibitor,AmpC inh detg,Cycloheximide cs,FBPA Giardia inh,AMA1 RON2 block,HCMV inh,AmpC no deterg
Nc1cccc(Oc2cnccn2)c1,-6,-10%,-3,4%,13%,16,-15%
CC1CCCN(CC(O)COCc2ccc3c(c2)OCO3)C1 (stereo not given),-11,2%,-2,0%,-12%,-13,-10%
Nn1c(SCC(=O)Nc2c(Cl)cccc2Cl)nncc1=O,.,?,.,.,12%,-31,-9%
CC(C)(C)NC(=O)NC(=O)CN1CCN(c2ccccc2O)CC1,5,?,-2,-3%,-1%,-18,13%
CCCCN(C)C(=O)c1cc2c(s1)-c1ccccc1S(=O)(=O)C2,45,2%,21*,7%,-13%,1,-6%
CC(C)c1ccc(NC(=O)CN2CCN(C(=O)C3CCCO3)CC2)cc1 (stereo not given),-5,7%,-1,.,-15%,-21,19%
N[C@@H](CO)c1cn([C@@H](Cc2cc3ccccc3[nH]2)C(=O)N2CCNCC2)nn1,-8,-3%,-4,-13%,37%[activator],-6,-6%
Cn1c(=O)[nH]c(=O)c2c1nc(N1CCN(C(c3ccccc3)c3ccccc3)CC1)n2CCO,-11,-3%,-5,4%,-10%,-25,3%
CCOC(=O)N1CCc2c(sc3c2c(=O)n(Cc2ccccc2)c(=O)n3Cc2ccc(C)cc2)C1,-17,?,-4,6%,-4%,?,?

# From PubChem
